GalR3 antagonist – antagonists of human GalR3 | O60755 | HEK293 GalR3-CNG cAMP membrane potential fluorescence; galR3 body fused to GalR1 C-terminus | inhibition, % at 3 µM | 0.44% of 360,000 active | AID 651719;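 active = inhibition above the screen-wide average plus 3 SD, cut at about 13% in these data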;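 also: forskolin and galanin both at EC90 stimulate the cells; cAMP rise reported by CNG channel membrane potential dye signal; 0% = forskolin plus galanin with DMSO and 100% = forskolin alone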
Target sequence (O60755 1-299 limits assumed): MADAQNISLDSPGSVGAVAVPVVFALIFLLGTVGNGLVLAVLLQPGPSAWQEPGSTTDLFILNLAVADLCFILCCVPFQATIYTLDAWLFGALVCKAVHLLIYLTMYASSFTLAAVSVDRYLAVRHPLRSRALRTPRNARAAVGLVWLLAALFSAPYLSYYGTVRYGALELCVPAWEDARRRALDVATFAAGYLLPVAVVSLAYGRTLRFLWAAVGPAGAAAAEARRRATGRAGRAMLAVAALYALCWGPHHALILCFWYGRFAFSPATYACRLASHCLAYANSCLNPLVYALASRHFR
Active calls of the source: *.

| mol | GalR3 antagonist |
| --- | --- |
| CN(C)CCCCCCN(C)C | -3.3 |
| CCOc1ccc(NC(=S)N2CCC(C(=O)c3ccc(OC)cc3)CC2)cc1 | -5.2 |
| COC(=O)[C@@]12C[C@@H](CC(=O)NCc3cccc(C(F)(F)F)c3)C(=O)N(CCc3ccc(OC)c(OC)c3)C1=CCC(C)(C)C2 | -4.4 |
| CCCNC(=O)C1(C)CCN1C(=O)c1cc(C)n(C)n1 (stereo unspecified) | -6.0 |
| O=C(CNc1ccc(C(F)(F)F)cc1)Nc1cccc(S(=O)(=O)N2CCCCC2)c1 | -9.7 |
| CN1C(=O)[C@H]2[C@@H](c3ccc(C(F)(F)F)cc3)N[C@]3(CCCN(Cc4ccc(F)cc4)C3=O)[C@H]2C1=O | -5.5 |
| N#Cc1ccc(C(=O)N2CCCCC2c2cc(C(=O)Nc3cccc(C#N)c3)no2)cc1 (stereo unspecified) | -2.3 |
| C[C@@H]1CN([C@H](C)CO)C(=O)CCCn2nncc2CO[C@@H]1CN(C)S(=O)(=O)c1ccc2c(c1)OCCCO2 | 1.7 |
| CCOC(=O)C1(C)CCN1C(=O)c1ccc(OC)cc1OC (stereo unspecified) | 1.8 |
| CC1=C(C(=O)N2CCCCCC2)CC(CC(=O)NCC2CCCCC2)C(=O)N1Cc1ccccc1 (stereo unspecified) | -7.1 |
| OC(CCCC(O)c1ccccc1)c1ccccc1 (stereo unspecified) | -3.5 |
| C=CC[C@H]1C=C[C@@H](C(C(=O)OC)C(=O)OC)CN1C(C)=O | -1.2 |
| CN(C)c1nc(N)c(C#N)c(C#N)c1C#N | -5.9 |
| CCOC(=O)C1(C(=O)OCC)NC(=O)CC1CC (stereo unspecified) | -3.1 |
| Cc1ccc(S(=O)(=O)N2C[C@H]3C(=O)C[C@@H](c4ccccc4)N(S(=O)(=O)c4ccc(C)cc4)[C@H]3C[C@H]2c2cccc(Cl)c2)cc1 | -5.4 |
| CCCS(=O)(=O)NC(=O)C1(C)CCCN(C(=O)c2cc(OC)c(OC)c(OC)c2)C1 (stereo unspecified) | -7.3 |
| CC(C)(C)NC(=O)C(c1cccc2ccccc12)n1c(=O)c(-c2ccccc2)nc2ccccc21 (stereo unspecified) | -5.8 |
| Cc1cccc(OCc2nnc(SCC(=O)NCc3ccc4c(c3)OCO4)o2)c1 | -9.8 |
| Nc1nc2c(ncn2[C@@H]2O[C@H](CNCc3cnc(N4CCOCC4)s3)[C@@H](O)[C@H]2O)c(=O)[nH]1 | -1.9 |
| Cc1sc2ncnc(N3CCC(C(=O)Nc4cc(C(F)(F)F)ccc4OCC(F)(F)F)CC3)c2c1C | -4.5 |
| Cn1ccc2c(-c3ccc(CO)cc3)cc3c(c21)C1CCC3O1 (stereo unspecified) | -3.2 |
| CCOc1ccc(C(=O)NCC(=O)OCC(=O)N(C)CC(=O)Nc2ccccc2CC)cc1OCC | -1.4 |
| CCOC(=O)N1CCN(C(c2cc3ccccc3o2)c2nnnn2C(C)(C)C)CC1 (stereo unspecified) | -7.1 |
| NS(=O)(=O)c1cccc(NC(=O)COC(=O)Cc2ccc(S(=O)(=O)N3CCOCC3)s2)c1 | -5.1 |
| COc1ccc(N2CC(C)(C)[C@H](CC(=O)Nc3ccc(Br)cc3)C2=O)cc1 | -5.4 |
| Cc1ccccc1-c1csc(C(C)(O)c2cccnc2)n1 (stereo unspecified) | -3.9 |
| CCOC(=O)C1(C)CCN1C(=O)c1ccc(OC)c(C(F)(F)F)c1 (stereo unspecified) | -5.1 |
| COc1ccc(C=CC(=O)C=CC=Cc2ccccc2)cc1 | -1.8 |
| O=C(NCc1cccc(C(F)(F)F)c1)c1ccc2sc([C@@H]3O[C@H](CO)[C@H](O)[C@H](O)[C@H]3O)nc2c1 | -4.9 |
| COCOc1cccc(CN2CCC(C)(Oc3cccc(C#N)c3)C2)c1 (stereo unspecified) | -5.0 |
| O=C(Nc1ccccc1Cl)c1cc(C2CCCCN2S(=O)(=O)c2ccccc2)on1 (stereo unspecified) | -5.5 |
| CC1C(=O)N(Cc2cn(Cc3ccco3)nn2)CCS(=O)(=O)N1Cc1ccc(-c2ccccc2Cl)cc1 (stereo unspecified) | -4.3 |
| CCc1ccc(/C=C2\SC(=S)N(CCCC(=O)Nc3cc(C)on3)C2=O)cc1 | -8.6 |
| CCCCNC(=O)C1(C)CCC(=O)N1CCOC (stereo unspecified) | 0.8 |
| CC(C)(C)NC(=O)C(C1CC1)n1c(=O)c(-c2ccco2)nc2ccccc21 (stereo unspecified) | -2.6 |
| COc1ccc(Cc2c(-c3ccccc3)nc3cc(C)c(Br)c(C)n23)c(C)c1 | -4.3 |
| CC(C)C(=O)N1CCCCCCN1C(=O)C(C)C | -3.4 |
| CC(=O)N1CCc2ccc([N+](=O)[O-])cc21 | -5.1 |
| COc1cc(CN(C)c2ccc(S(=O)(=O)N3CCCC3)cn2)ccc1OC(F)F | -4.4 |
| Cc1cccc(-c2cc(NCCc3cccnc3)n3nccc3n2)c1 | -2.9 |
| CC1=CC2C3C(=O)N(c4ccccc4)C(=O)C3C1C(=O)C2(O)C(C)C (stereo unspecified) | -6.4 |
| Cc1ccc(CS(=O)Cc2ccc(C(=O)N3CCN(c4cccc(C)c4C)CC3)o2)cc1 (stereo unspecified) | -6.0 |
| CCCN1C(=O)c2n[nH]c(C)c2C1c1ccc(Br)cc1 (stereo unspecified) | -6.2 |
| CC1(C(=O)O)CCCN(C(=O)c2cc3ccccc3s2)C1 (stereo unspecified) | -5.9 |
| COc1ccc(-c2ccc(CN3C(CC(C)C)C(=O)N(Cc4cn(CC5CCCCC5)nn4)CCS3(=O)=O)cc2)cc1 (stereo unspecified) | -2.2 |
| CC(C)C(Cl)=NOC(=O)Nc1ccc(F)cc1 | -2.3 |
| COc1ccc(-n2sc3ccccc3c2=O)cc1 | -6.3 |
| O=C1COc2ccc(C(=O)COC(=O)Cc3c(F)cccc3Cl)cc2N1 | -3.3 |
| CC(C)n1ncc2c(C(=O)Nc3ccccc3SCC(N)=O)cc(C3CC3)nc21 | -7.0 |
| O=C1OC(c2ccccc2)(c2cc(Br)ccc2O)c2ccccc21 (stereo unspecified) | -6.7 |
| COCCN(CCOC)Cc1cc(=O)oc2cc(OC)c(Cl)cc12 | -3.5 |
| Nc1ccccc1SC(CC(=O)c1ccccc1)c1cccc([N+](=O)[O-])c1 (stereo unspecified) | -5.5 |
| CC(C)Cc1nnc(N)s1 | -3.6 |
| COc1cccc(C2c3cc4c(cc3OC(N3CCOCC3)C2C)OCO4)c1O (stereo unspecified) | -5.1 |
| Nc1ccc(S(=O)(=O)Nc2nc(-c3ccccc3)cc(-c3ccccc3O)n2)cc1 | -5.6 |
| C=CCn1c(SCC(=O)N2CCN(C(=O)OCC)CC2)nc2c([nH]c3ccccc32)c1=O | -2.8 |
| CCC(c1nnnn1-c1c(C)cccc1C)N1CCCN(Cc2ccc(F)cc2)CC1 (stereo unspecified) | -6.5 |
| COc1ccc(-c2ccc3c(n2)CCCN3S(=O)(=O)c2ccc(C#N)cc2)cc1 | -0.7 |
| CCCCn1nnnc1C1(C)CCC(=O)N1Cc1ccc(OC)cc1 (stereo unspecified) | -2.4 |
| CC1=CC(=O)C=CC1=Nc1ccc(N(C)C)cc1 | 4.7 |

New compounds follow:
Molecule | GalR3 antagonist
CCOC(=O)N1CCN(C(=O)CSc2ncnc3sccc23)CC1 | -1.0
CS(=O)(=O)N(CC(=O)N1CCCC1)c1ccc(F)cc1 | 1.2
CCOC(=O)C1=C[C@@H](C(C)(C)C)N(S(=O)(=O)c2ccc([N+](=O)[O-])cc2)[C@H]1c1ccccc1Cl | -6.6
Cc1ccc2nc(-c3ccc(CN4CCC(n5cc(-c6ccccc6)[nH]c5=O)CC4)cc3)c(-c3ccccc3)nc2c1 | -5.3
CC(=O)Nc1cc2oc3ccccc3c2cc1[N+](=O)[O-] | -3.1
O=C(NC1CCCC1)C1C(c2ccc(C(F)(F)F)cc2)=Nc2ccccc2N1C(=O)c1cc2ccccc2[nH]1 (stereo unspecified) | -1.4
C=C1C(=O)C23C(O)C1CCC2C12CCCC(C)(COC(C)=O)C1C(O)C3(O)OC2 (stereo unspecified) | 1.0
CC(C)(C)c1ccc(S(=O)(=O)NC(=O)C2(C)CCN2C(=O)C2(c3ccccc3)CC2)cc1 (stereo unspecified) | -5.7
COc1ccc(OC(F)(F)F)cc1CC1(C)C(=O)Nc2ccc(-c3ccsc3)cc21 (stereo unspecified) | -0.4
Nc1c(C2CCCCC2)c(=O)on1C(=O)c1ccccc1 | -0.8
COc1ccc(N2CCN(C(=O)COC(=O)CC(NC(N)=O)c3ccc(Cl)cc3)CC2)cc1 (stereo unspecified) | -8.0
CC(C)c1ccc(S(=O)(=O)NCCCN2CCOCC2)cc1 | 0.4
C#CCNC(=O)C[C@@H]1C[C@@]2(C(=O)OC)CC(C)(C)CC=C2N(CCCCCCCC)C1=O | -7.5
COc1cccc(C(C)(O)c2nc(-c3ccc(S(C)(=O)=O)cc3)cs2)c1 (stereo unspecified) | -5.7
CCOC(=O)C1(C)CCN1C(=O)c1c(F)cccc1F (stereo unspecified) | -6.7
O=C(CSc1ccc2nnc(-c3cccnc3)n2n1)Nc1ccccc1F | 0.8
Cc1cc(O)cc(O)c1/C=N/NC(=O)c1ccc2c(c1)OCCO2 | -0.3
Cc1cccc(C)c1C(O)c1ncc(-c2cccc3ccccc23)[nH]1 (stereo unspecified) | -1.1
Cn1c(NCc2cccnc2)nc2cc(-c3cccc(C(=O)NCCO)c3)sc2c1=O | -5.4
CCCN1CCC(C)(C(=O)Nc2cccc(OC(C)C)c2)C1 (stereo unspecified) | -5.2

Brought forward from above: 2 entries; new compounds follow.
Molecule | GalR3 antagonist
Cn1c(NCc2cccnc2)nc2cc(-c3cccc(C(=O)NCCO)c3)sc2c1=O | -5.4
CCCN1CCC(C)(C(=O)Nc2cccc(OC(C)C)c2)C1 (stereo unspecified) | -5.2
CCCCNC(=O)c1nc(C2CCN(S(=O)(=O)c3ccc(F)c(F)c3)CC2)oc1-c1cccc(C(F)(F)F)c1 | -6.8
COc1ccc(C(C(=O)NC(C)(C)C)n2c(-c3ccc(C(F)(F)F)cc3)nc3ccccc32)cc1 (stereo unspecified) | -5.0
C[C@H](CO)N1C[C@H](C)[C@@H](CN(C)Cc2ccncc2)Oc2ncc(Br)cc2C1=O | -7.7
Cc1ccc(-c2nnc(SCC(=O)NCC3CCCO3)nc2-c2ccc(C)cc2)cc1 (stereo unspecified) | -3.7
CC1(C(=O)NS(=O)(=O)c2cccc(Cl)c2)CCN1C(=O)c1cccc(F)c1 (stereo unspecified) | -6.6
Nc1nc(N)c(Br)c(Nc2ccc(Cl)c(Cl)c2)n1 | -3.7
CCCCc1c(-c2ccccc2OC)ncn1C(C)c1ccccc1 (stereo unspecified) | -10.8
Cc1nnc(SC(C)C(=O)Nc2ccc(N3CCOCC3)cc2)n1Cc1ccccc1 (stereo unspecified) | -3.3
O=c1[nH]c2ccc(Br)cc2c(=O)o1 | -1.1
Cc1noc(C)c1NC(=O)N(C)C[C@@H]1OCc2cnnn2CCCC(=O)N([C@@H](C)CO)C[C@H]1C | 0.1
Cc1ccc(-c2ccc3c(c2)O[C@H](CN(C)C(=O)CC2CC2)[C@H](C)CN([C@@H](C)CO)S3(=O)=O)cc1 | -7.1
CCN(CC)C(=O)c1ccc2sc([C@@H]3O[C@H](CO)[C@H](O)[C@H](O)[C@H]3O)nc2c1 | -4.0
C[C@H]1CN([C@@H](C)CO)C(=O)c2cc(Br)cnc2O[C@H]1CN(C)S(=O)(=O)c1ccccc1F | -1.9
COc1ccccc1CNC(=O)Nc1nc(C(N)C(C)C)cs1 (stereo unspecified) | -0.7
CCOC(=O)[C@]12CCC=C1N(Cc1ccc3c(c1)OCO3)C(=O)[C@H](CC(=O)NCc1cccc(C(F)(F)F)c1)C2 | -5.0
OC[C@@H]1CN(Cc2cccnc2)C[C@H](n2cnc3c(N4CCN(c5ccccc5)CC4)ncnc32)O1 | -7.1
CN(C)CC1(C)Cc2ccsc2C1O (stereo unspecified) | -4.0
COc1ccc(CNC(=O)c2sc(=O)n(Cc3ccc(S(=O)(=O)N(C)C)cc3)c2C)cc1 | -1.7
COc1ccccc1C=NNC(=O)C(=O)NN=Cc1ccccc1OC | -2.3
COc1cc(OC)c(C=Cc2ccncn2)c(OC)c1 | -2.0

Pulled by compound from above (2):
Molecule | GalR3 antagonist
Cn1c(NCc2cccnc2)nc2cc(-c3cccc(C(=O)NCCO)c3)sc2c1=O | -5.4
CN(C)c1nc(N)c(C#N)c(C#N)c1C#N | -5.9

An excerpt of these results, field by field.
Cc1ccc(-c2ccc3c(c2)O[C@H](CN(C)C(=O)CC2CC2)[C@H](C)CN([C@@H](C)CO)S3(=O)=O)cc1
  GalR3 antagonist = -7.1
CCN(CC)C(=O)c1ccc2sc([C@@H]3O[C@H](CO)[C@H](O)[C@H](O)[C@H]3O)nc2c1
  GalR3 antagonist = -4.0
C[C@H]1CN([C@@H](C)CO)C(=O)c2cc(Br)cnc2O[C@H]1CN(C)S(=O)(=O)c1ccccc1F
  GalR3 antagonist = -1.9
COc1ccccc1CNC(=O)Nc1nc(C(N)C(C)C)cs1 (stereo unspecified)
  GalR3 antagonist = -0.7

(continued)
Molecule | GalR3 antagonist
CC(=O)OC1CCC2C3CCC4=C(CC(F)C(=O)C4)C3CCC12C (stereo unspecified) | -5.4
C[C@H]1CN[C@H](CCO)/C1=C\c1ccccc1 | -7.9
C[C@@H]1CN([C@@H](C)CO)C(=O)c2cc(Br)cnc2O[C@H]1CN(C)C(=O)CCN1CCCCC1 | -7.2
Cc1onc(-c2ccccc2)c1C(=O)N1CCCC(C)(C(=O)NS(=O)(=O)C2CC2)C1 (stereo unspecified) | -4.6
O=S(=O)(NCc1ccccc1)c1ccccc1NCCc1ccccc1 | -2.8
COC(=O)[C@@]1(Cc2ccc(OC)cc2)[C@H]2c3cc(C(=O)N4CCCC4)n(CCc4c[nH]c5ccccc45)c3C[C@H]2CN1C(=O)c1ccccc1 | -7.2
COCCN(C(=O)COC(=O)C12CC3CC(CC(O)(C3)C1)C2)c1c(N)n(Cc2ccccc2)c(=O)[nH]c1=O | -8.2
CCCC(=O)Nc1ccc2c(c1)C(=O)N(C)C[C@@H](OC)[C@H](C)CN(Cc1ccc(-c3ccccn3)cc1)[C@@H](C)CO2 | -0.7
CCCCCCCCCCCCNC[C@@H]1CSCCS(=O)(=O)N1 | -4.9
CN(C)CCN1CCN(C2CN(C3CCCCC3)S(=O)(=O)C2)CC1 (stereo unspecified) | -2.4

Bioassay records as filed in PubChem BioAssay.

Some of the compounds tested (hit frequency here may not be typical).
